From PubChem BioAssay
p53 reactivation = re-activators of mutant p53; AID 504706; Potency, µM (top dose mostly 92.2 µM), inactives show at the top dose activity change, positive = activation, most hits filed as activators; 320,000 tested, 0.063% active; H1299 p53-A138V BP100-luciferase reporter, luminescence, 24 h; note: % of control where 0% means no effect; nearly all actives have a fitted effect of over 45% in size
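H1299 (p53-null), stable ts p53-A138V + BP100-Luc; 1000 cells/well, Opti-MEM/10% FBS; cpd 4 pt, 1:5; 24 h, 37 deg C, 5% CO2; detection reagent 10 min RT; luminescence.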
NPC1 prom act = activators of NPC1 promoter. AID 485313. Potency, µM (doses to about 9.22 µM), inactives show top-dose activation, most hits filed as activators. 320,000 tested, 2.4% active. Huh7 NPC1 promoter luciferase reporter, 24 h;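 note: % of control where 0% means no effect; nearly all actives have a fitted effect of over 60% in size; reporter is driven by a mutant NPC1 promoter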
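Readout is luciferase luminescence, reflecting NPC1 promoter activation in stably transfected Huh7 cells after 24 h compound exposure at 37 °C in reduced-serum medium with 10% FBS.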
RORgamma inh = ROR gamma (mouse) transcription inhibition; P51450; Drosophila S2 Gal4-RORgamma UAS-luciferase reporter, 20 h; Potency, µM (top dose mostly 53.6 µM), without a hit: at the top dose activity change, negative = inhibition, actives largely listed as inhibitors; 310,000 tested, 5.4% active; note: % is set by controls: 0 for no effect and ±100 for the full control effect; nearly all actives have a fitted effect of over 60% in size
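Stable Schneider cell line, Gal4 DNA-binding domain fused to ROR gamma, UAS-luciferase. Cmpd 1 hr RT → CuSO4 700 uM final → 20 hr RT → luciferase reagent 10 min → luminescence.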
ELG1 genotox = genotoxicity induction in ELG1-luciferase HEK293T cells. HEK293T ELG1-luciferase reporter, luminescence, 16 h. Potency, µM (series often up to 46 µM), without a hit: at the top dose activity change, positive = activation, hits mostly activators. 330,000 tested, 1.3% active. AID 504466; note: % of control where 0% means no effect; nearly all actives have a fitted effect of over 60% in size
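HEK293T cells expressing luciferase-tagged ELG1 were treated with compound or DMSO for 16 hr at 37°C. Luciferase activity was then read after 30 min with ONE-Glo at room temperature; rising signal flags genetic stress.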
MBNL1 CUG block = blocks human MBNL1 binding to CUG repeat RNA | TR-FRET MBNL1-His/biotin-(CUG)12 binding, 665/545 ratio | Q9NR56 | Potency, µM (highest dose often 57.5 µM), without a hit: top-dose activity change, negative = inhibition, hits mostly inhibitors | 280,000 tested, 0.036% active | AID 2675; active = well fitted inhibition curve with a large enough effect in the signal ratio, with a control signal flat, not every such curve was filed as active; inconclusive = small, poorly fitted or top-dose-only effect, or effect the other way, or a change in a side signal; inactive = no such curve, though single readings can be large or run the other way; the % refers to the signal ratio; note: % is set by controls: 0 for no effect and ±100 for the full control effect
Target sequence (Q9NR56 whole entry, looked up): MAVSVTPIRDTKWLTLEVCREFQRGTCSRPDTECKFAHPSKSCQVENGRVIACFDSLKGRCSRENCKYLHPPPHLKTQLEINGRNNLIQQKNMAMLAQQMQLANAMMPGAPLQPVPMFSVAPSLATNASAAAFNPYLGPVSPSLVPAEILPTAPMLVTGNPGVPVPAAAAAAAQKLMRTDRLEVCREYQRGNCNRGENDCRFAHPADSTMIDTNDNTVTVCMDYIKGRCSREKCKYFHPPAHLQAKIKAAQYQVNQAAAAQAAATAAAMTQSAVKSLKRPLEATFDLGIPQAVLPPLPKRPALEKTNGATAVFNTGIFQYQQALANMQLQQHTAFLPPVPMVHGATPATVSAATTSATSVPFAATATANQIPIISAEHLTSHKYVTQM
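Inhibition of protein-RNA binding appears as loss of TR-FRET between terbium anti-His antibody on MBNL1-His and streptavidin-XL665 on biotin-(CUG)12. Activity is normalized to buffer-only and uninhibited-complex controls.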
FLuc modulator = inhibits or activates purified firefly luciferase, miR-21 counter-screen | P08659 | purified FLuc, Km substrates, luminescence inhibition | Potency, µM (highest dose often 57.5 µM), for inactives: at the highest dose activity change, negative = inhibition, most hits filed as inhibitors | 360,000 tested, 6.9% active | AID 588342;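 note: plate controls were vehicle for no effect and reference inhibitor for full effect; nearly all actives have a fitted effect of over 55% in size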
Target sequence (P08659 whole entry, looked up): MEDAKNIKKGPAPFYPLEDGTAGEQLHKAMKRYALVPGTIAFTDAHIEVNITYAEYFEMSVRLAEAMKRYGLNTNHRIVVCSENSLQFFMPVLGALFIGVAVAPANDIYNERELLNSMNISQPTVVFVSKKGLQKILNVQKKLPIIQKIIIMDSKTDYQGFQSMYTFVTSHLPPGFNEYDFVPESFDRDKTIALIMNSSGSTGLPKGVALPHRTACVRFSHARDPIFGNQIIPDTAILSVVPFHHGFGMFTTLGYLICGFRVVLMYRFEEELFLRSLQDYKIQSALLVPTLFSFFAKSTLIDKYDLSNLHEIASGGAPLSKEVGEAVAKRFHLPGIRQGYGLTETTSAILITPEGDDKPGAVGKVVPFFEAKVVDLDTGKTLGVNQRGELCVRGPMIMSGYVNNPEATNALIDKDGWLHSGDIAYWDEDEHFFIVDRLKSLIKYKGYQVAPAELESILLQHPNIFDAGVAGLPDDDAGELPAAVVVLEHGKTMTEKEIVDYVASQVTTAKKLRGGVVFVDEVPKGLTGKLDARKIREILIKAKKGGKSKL
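Purified P. pyralis luciferase (10nM final) with 10uM D-luciferin and 10uM ATP (Km levels) in 50mM Tris acetate pH 7.5, 10mM Mg acetate, 0.01% Tween-20, 0.05% BSA; qHTS 6-point titration, ~60 µM downward; luminescence read.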
BRCA1 expr act = BRCA1 expression activation; 380,000 tested, 1.1% active; AID 624202; Potency, µM (titrated, usually from 46.1 µM), inactives show at the top dose activation, usual class: activators; MCF7-BRCA1-FFLuc reporter, luminescence, 48 h; response scale: scaled: vehicle 0%, 10 µM genistein 100%; note: nearly all actives have a fitted effect of over 80% in size; some results filed as inactive show a strong effect at the top dose
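MCF7-BRCA1-FFLuc cells, 2000/well in phenol-red-free MEM, attached 2 h then treated 48 h at 37 C. Luciferase luminescence read 15 min after reagent; normalized to genistein maximum activation (10microM) and DMSO, concentration-response fitted.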
MLL CXXC-DNA inh = blocks binding of human MLL CXXC domain to DNA; 290,000 tested, 0.037% active; AID 2662; Q03164; Potency, µM (titrated, usually from 115 µM), for inactives: top-dose activity change, negative = inhibition, most hits filed as inhibitors; MLL-CXXC / FITC-HOXA9 DNA fluorescence polarization; active = well fitted inhibition curve with a large enough effect in the polarisation, with a control signal flat, not every such curve was filed as active; inconclusive = small, poorly fitted or top-dose-only effect, or effect the other way, or a change in a side signal; inactive = no such curve, though single readings can be large or run the other way; the % refers to the polarisation
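Fluorescence polarization: 7 uM MLL-CXXC (stock) preincubated 5 min with compounds, then 50 nM fluorescein-HOX-A9 DNA (stock) added; 30 min ambient. Buffer 50 mM Tris-HCl pH 7.5, 50 mM NaCl, 1 mM DTT, 0.05% BSA.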
uPA generation = inhibitors of cell surface uPA generation | AID 540303 | cell surface uPA generation assay, qHTS | 330,000 tested, 0.31% active | Potency, µM (titrated, usually from 38.3 µM), for inactives: at the top dose activity change, negative = inhibition, actives largely listed as inhibitors; active = well fitted inhibition curve with a large enough effect; inconclusive = small, poorly fitted or top-dose-only effect; inactive = no such curve, though single readings can be large or run the other way; tested in mouse RAW 264.7 cells; note: % is set by controls: 0 for no effect and ±100 for the full control effect; nearly all actives have a fitted effect of over 55% in size
Gal4-VP16 FLuc = Gal4-VP16 reporter inhibition counter-screen; 310,000 tested, 3.5% active; Potency, µM (titrated, usually from 53.6 µM), inactives show top-dose activity, negative = inhibition, hits mostly inhibitors; Drosophila S2 Gal4-VP16 UAS-luciferase, luminescence, 20 h;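 note: Gal4-VP16 expression switched on by copper sulfate through the metallothionein promoter; % is set by controls: 0 for no effect and ±100 for the full control effect; nearly all actives have a fitted effect of over 50% in size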
Rab9 prom act = activators of Rab9 promoter; Huh7 Rab9 promoter-luciferase reporter, luminescence, 24 h; AID 485297; Potency, µM (titrated, usually from 9.22 µM), without a hit: at the highest dose activation, negative = inhibition, hits mostly activators; 320,000 tested, 2.8% active; note: % of control where 0% means no effect; nearly all actives have a fitted effect of over 60% in size
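Rab9 promoter-driven luciferase in stably transfected Huh7 cells; 1500 cells/well rested 2 h, exposed to compound in DMSO for 24 h at 37 °C, 5% CO2. Luminescence read 10 min after adding luciferase reagent at ambient temperature.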
Numbers without * were called inactive; ? = inconclusive; . = no result given; [ ] = dose if it differs, or a comment. Unless noted, calls come from the whole dose curve; as a rule, active = well fitted curve in the direction sought with a large enough effect; inconclusive = small, poorly fitted or top-dose-only effect, or another doubt; inactive = no such curve, though single readings can be large; an effect the other way counts as inactive or inconclusive. Potency is the fitted concentration of half-maximal effect.

Every second line gives: uPA generation, BRCA1 expr act, RORgamma inh, Gal4-VP16 FLuc, MLL CXXC-DNA inh, FLuc modulator, NPC1 prom act, Rab9 prom act, MBNL1 CUG block, ELG1 genotox, p53 reactivation
1: C/C(=N/NC(=O)c1cc2ccccc2cc1O)c1ccco1
    -2.6%, 41.9%, ?, ?, 21.2%, 5.36µM*, 2.82µM*, 1.58µM*, 12.8%, ?, -6.6%
2: O=C(Nc1ccc(Cl)cc1N1CCOCC1)C1CCCO1 (stereo not drawn)
    -7.0%, 2.3%, ., ., -2.5%, 2.8%, -1.4%, -3.8%, -3.1%, -1.8%, .
3: Cc1nn(CC(=O)NC(C)c2ccccc2)c(=O)c2ccccc12 (stereo not drawn)
    3.1%, -1.7%, 6.0%, 0.7%, -6.1%, 0.0%, -1.8%, -2.5%, -2.0%, -0.1%, 2.2%
4: O=C1c2cccc3cccc(c23)C(=O)N1Cc1cccnc1
    -4.2%, 31.0%, 2.1%, 12.0%, 24.8%, 3.8%, -1.5%, 1.1%, ?, 11.2%, 9.0%
5: O=C(CSc1nnc(-c2ccccc2)o1)N1CCN(c2ccccc2)CC1
    ., 7.4%, -22.3%, -12.9%, 1.4%, -0.3%, -1.5%, -1.1%, -5.8%, -1.0%, ?
6: N=C1/C(=C/c2cccn2-c2ccc([N+](=O)[O-])cc2)C(=O)N=C2SC=CN12
    -2.9%, -27.7%, 8.5%, -11.8%, 0.0%, 8.8%, -2.8%, -2.2%, 2.1%, -1.8%, -0.9%
7: O=C(Nc1ccccc1C(=O)NCc1ccccc1)c1ccco1
    -1.2%, -11.4%, 15.5%, 18.6%, 1.1%, 3.1%, 0.7%, -3.4%, -9.7%, 0.2%, 13.1%
8: COc1ccc(-c2csc3ncnc(NCCO)c23)cc1
    1.8%, -11.3%, 1.2%[1.91 µM], -13.6%, -0.5%, 0.4%, -5.5%, -0.7%, 2.8%, -15.8%, .
9: CCCCOC(=O)Nc1nnc(/C=C/c2ccc(OC)cc2)s1
    -2.7%, -5.3%, -22.5%, -17.8%, 7.2%, ?, -4.3%, -1.0%, -6.4%, 2.5%, -3.6%
10: CN1CCCC1CCNC1C2CC3CC(C2)CC1C3 (stereo not drawn)
    7.3%, -20.1%, -1.6%, -5.1%, 1.1%, 5.1%, -1.2%, -4.5%, -7.9%, 1.9%, 1.4%
11: Cc1nnc(NC(=O)C2C3C=CC(O3)C2C(=O)O)s1 (stereo not drawn)
    ., ., -14.6%, 2.3%, -0.4%, 3.6%, -1.8%, -0.9%, -8.3%, 6.0%, -3.3%
12: CC1CCc2sc(-c3n[nH]c(=S)o3)cc2C1 (stereo not drawn)
    -26.6%, ?, ?, ?, 18.2%, 6.75µM*, ?, ?, 20.3%, ?, -4.7%
13: CC(C)(C)c1ccc(C2(C)NC(=O)NC2=O)cc1 (stereo not drawn)
    4.8%, -0.1%, 27.5%, -2.0%, 1.6%, 0.2%, 1.4%, -4.2%, 2.6%, -2.4%, 2.1%
14: COC(=O)c1sccc1NC(=O)CSc1nnnn1-c1ccccc1F
    -2.0%, -3.5%, ?, ?, 2.8%, -11.9%, ., ., 10.6%, ., .
15: COc1ccc2cnn(-c3ccc(OC(F)(F)F)cc3)c(=O)c2c1OC
    -1.5%, 20.9%, ?, 18.7%, -6.0%, -11.7%, 20.1%, 13.5%, ., 9.8%, -0.6%
16: COc1ccc(S(=O)(=O)N2CCCCC2)cc1C(=O)Nc1cc(C)on1
    -2.6%, 0.0%, -18.6%, 1.6%, -0.2%, -0.3%, -2.4%, 1.8%, -3.1%, 0.3%, -4.8%
17: Cc1ccc(NCc2nnc(SCC(=O)NNC(=O)Cc3ccccc3)n2C)cc1
    -3.0%, -1.7%, 0.0%, -0.8%, 7.1%, -2.0%, -5.3%, -11.3%, -1.6%, -1.6%, 0.9%
18: CCc1ccc2c(CN3CCc4ccccc43)cc(=O)oc2c1
    -7.6%, -20.7%, 42.7%, -5.8%, -0.7%, ?, 1.9%, -0.2%, 1.6%, 15.4%, 0.6%
19: CCOC(=O)c1sc(C)c(C(=O)NCC(C)(C)CN(C)C)c1N
    1.3%, -10.5%, -21.0%, 5.2%, 6.5%, -0.8%, 4.0%, 0.5%, -9.2%, 2.1%, 0.4%
20: CCOc1cccc(CNCCSc2nnnn2C)c1
    -3.6%, -4.0%, 5.6%, 0.5%, -2.4%, 0.7%, 0.2%, -9.6%, -4.7%, -0.6%, -0.8%
21: Cc1ccc(C2C(N)C(=O)N2c2ccc(C)cc2)cc1 (stereo not drawn)
    1.4%, -29.0%, -6.0%, 3.8%, -1.8%, 1.7%, -5.4%, -4.3%, -1.8%, 1.6%, -1.5%
22: O=C(CCN1C(=O)c2ccccc2C1=O)C1=NN[C@@H]2C(=O)N(c3cccc(F)c3)C(=O)[C@H]12
    5.7%, 17.5%, 11.0%, -15.1%, ?, ?, -3.0%, -5.5%, ?, 0.3%, 3.0%
23: CCOC(=O)c1ccc(NC(=O)NCCc2ccccc2OC)cc1
    14.2%, -3.4%, ?, ?, 8.3%, -2.6%, -7.5%, 1.5%, -0.4%, -15.7%, -4.1%
24: CCCC(=O)Oc1cccc(C2NC(=O)c3ccccc3O2)c1 (stereo not drawn)
    -16.8%, 0.0%, 19.6%, -12.9%, 74.3%[activator], -11.2%, 0.6%, 2.1%, -9.3%, -4.4%, .
25: CCc1nnc(NC(=O)C2=CCN(S(=O)(=O)c3ccccc3)CC2)s1
    -4.6%, 0.8%, 19.8%, 23.0%, -2.9%, 0.2%, -0.1%, 2.7%, -9.1%, -0.6%, 2.8%
26: COC(=O)CCC(=O)NNC(=O)c1ccc([N+](=O)[O-])cc1
    4.0%, -4.4%, -15.4%, -15.2%, 16.4%, -5.6%, 0.1%, -4.3%, ?, 8.3%, 0.6%
27: O=C1OC(N2CCN(C(=O)C3CCCO3)CC2)c2ccccc21 (stereo not drawn)
    1.9%, 2.8%, 0.2%, -12.1%, 0.3%, 1.5%, 2.2%, 3.5%, 4.6%, 2.0%, -6.8%
28: Cn1c(=O)c(=O)n(C)c2cc(S(=O)(=O)CCC(=O)N3CCOCC3)ccc21
    -0.7%, 0.0%, -1.3%, -23.7%, 13.9%, 0.9%, -6.1%, 1.0%, -15.1%, -1.3%, -0.9%
29: CCOc1ccccc1N1CC(C(=O)NNC(=O)c2cc(OC)c(OC)c(OC)c2)CC1=O (stereo not drawn)
    5.7%, 2.0%, ., ., ., 3.5%, -6.4%, 13.7%, ., 1.2%, 3.5%
30: Cc1ccc(-c2nn(C(C)(C)C)c3ncnc(N)c23)cc1
    -8.9%, -40.9%, ?, -27.6%, -3.1%, 1.8%, -4.8%, -4.9%, 4.4%, -3.2%, -3.6%
31: COc1ccc(CCNC(=S)NC(=O)/C=C/c2ccc(C)cc2)cc1OC
    -1.6%, -36.5%, 3.16µM*, 10µM*, 1.9%, -8.6%, -7.9%, -0.1%, 2.6%, ., .
32: CN1CCC(OC(=O)c2ccccc2Cl)CC1
    3.4%, 23.9%, -0.3%, 12.2%, -17.0%, 2.2%, 0.3%, 0.9%, 22.1%, -3.1%, 1.8%
33: CCOc1ccc2nc(NC(=O)c3cnccn3)sc2c1
    1.9%, ?, 1.58µM*, ?, -28.6%, 1.51µM*, 0.794µM*, 0.251µM*, -1.2%, ?, 69.2%

Compound profiles, from the list above.
Results for Cc1ccc(NCc2nnc(SCC(=O)NNC(=O)Cc3ccccc3)n2C)cc1 = uPA generation: -3.0%; BRCA1 expr act: -1.7%; RORgamma inh: 0.0%; Gal4-VP16 FLuc: -0.8%; MLL CXXC-DNA inh: 7.1%; FLuc modulator: -2.0%; NPC1 prom act: -5.3%; Rab9 prom act: -11.3%; MBNL1 CUG block: -1.6%; ELG1 genotox: -1.6%; p53 reactivation: 0.9%
Results for O=C(Nc1ccccc1C(=O)NCc1ccccc1)c1ccco1 = uPA generation: -1.2%; BRCA1 expr act: -11.4%; RORgamma inh: 15.5%; Gal4-VP16 FLuc: 18.6%; MLL CXXC-DNA inh: 1.1%; FLuc modulator: 3.1%; NPC1 prom act: 0.7%; Rab9 prom act: -3.4%; MBNL1 CUG block: -9.7%; ELG1 genotox: 0.2%; p53 reactivation: 13.1%

These rows are one share of the data; rates above refer to the full screens.
